# BLM helicase inh = Bloom syndrome helicase (human) inhibition; hit rate 0.2% among 350,000; Potency, µM (titrated, usually from 56.1 µM), inactives show at the top dose activity change, negative = inhibition, usual class: inhibitors; recombinant BLM DNA unwinding, fluorescence dequenching;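 further: plate controls were vehicle for no effect and no enzyme for full effect; nearly all actives have a fitted effect of over 35% in size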
# Pol iota inh = blocks human DNA polymerase iota activity; Q9UNA4; Pol iota fluorescent replication assay, 10 min; Potency, µM (doses to about 115 µM), without a hit: at the top dose activity, negative = inhibition, usual class: inhibitors; hit rate 1% among 390,000; AID 588590
#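 Fluorescent replication assay read twice, at 0 min and 10 min after adding 50 nM (final) substrate. Enzyme (10 nM) and compounds were first incubated 15 min at room temperature; enzyme-free buffer wells were negative controls.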
# G9a inh = G9a (human) methyltransferase inhibition; hit rate 8.8% among 350,000; Q96KQ7; G9a H3K9 monomethylation, AlphaScreen, 2 h; Potency, µM (doses to about 102 µM), for the others: at the highest dose activity, negative = inhibition, usual class: inhibitors; further: on the % scale 0 is the no-effect control and ±100 the full control effect; nearly all actives have a fitted effect of over 75% in size
#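 G9a (20 nM) was preincubated 15 min with compound, then reacted 2 h at room temperature with 500 nM biotin-H3K9 peptide and 20 µM SAM. Monomethyl-H3K9 detected by AlphaScreen using anti-H3K9me1 antibody.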
# HP1b chromo inh = inhibitors of HP1-beta chromodomain binding to methylated histone tails; P83916; AlphaScreen HP1-beta / biotin-H3K9me3 peptide binding; Potency, µM (series often up to 114 µM), for inactives: at the highest dose activity change, negative = inhibition, hits mostly inhibitors; hit rate 0.56% among 390,000; AID 540317; further: nearly all actives have a fitted effect of over 70% in size; inactives centre near 23
# Target sequence (P83916 whole entry, looked up): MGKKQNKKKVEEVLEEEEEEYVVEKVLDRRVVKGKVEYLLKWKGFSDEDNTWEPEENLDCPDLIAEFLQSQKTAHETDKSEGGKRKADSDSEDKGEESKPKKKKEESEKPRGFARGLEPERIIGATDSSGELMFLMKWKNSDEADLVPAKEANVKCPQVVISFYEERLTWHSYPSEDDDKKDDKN
#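 AlphaScreen: HP1-beta (50 nM) preformed 30 min with biotin-H3(1-18)K9me3 peptide (50 nM) in PBS pH 7.4, 0.01% Tween-20. Compound added for 30 min at RT, then streptavidin donor/nickel chelate acceptor beads (10 ug/mL) for 30 min.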
# Pin1 inhibitor = human Pin1 inhibition; Pin1 FP peptide displacement, HiFluor488, 10 min; AID 504891; hit rate 0.009% among 390,000; Potency, µM (highest dose often 115 µM), inactives show at the highest dose activity, negative = inhibition, hits mostly inhibitors; Q13526; active means well fitted inhibition curve with a large enough effect in the polarisation, with a control signal flat, not every such curve was filed as active; inconclusive means small, poorly fitted or top-dose-only effect, or effect the other way, or a change in a side signal; inactive means no such curve, though single readings can be large or run the other way; the % refers to the polarisation; further: on the % scale 0 is the no-effect control and ±100 the full control effect
# Target sequence (Q13526 whole entry, looked up): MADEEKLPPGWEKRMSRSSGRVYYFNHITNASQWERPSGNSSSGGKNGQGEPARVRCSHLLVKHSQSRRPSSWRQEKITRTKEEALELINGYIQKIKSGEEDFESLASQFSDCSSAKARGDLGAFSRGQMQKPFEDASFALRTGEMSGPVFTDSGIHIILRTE
# JMJD2A Tudor inh = inhibitors of human JMJD2A Tudor domain; O75164; AlphaScreen JMJD2A-Tudor / H3K4me3 peptide binding; Potency, µM (highest dose often 114 µM), for the others: top-dose activity change, negative = inhibition, usual class: inhibitors; hit rate 4.4% among 390,000; further: on the % scale 0 is the no-effect control and ±100 the full control effect; nearly all actives have a fitted effect of over 50% in size
# GLS inhibitor = glutaminase GLS (human) inhibition. O94925. hit rate 0.21% among 410,000. Potency, µM (series often up to 45.5 µM), for the others: top-dose activity change, negative = inhibition, most hits filed as inhibitors. GLS enzymatic activity, qHTS titration; further: on the % scale 0 is the no-effect control and ±100 the full control effect
# Target sequence (O94925 whole entry, looked up): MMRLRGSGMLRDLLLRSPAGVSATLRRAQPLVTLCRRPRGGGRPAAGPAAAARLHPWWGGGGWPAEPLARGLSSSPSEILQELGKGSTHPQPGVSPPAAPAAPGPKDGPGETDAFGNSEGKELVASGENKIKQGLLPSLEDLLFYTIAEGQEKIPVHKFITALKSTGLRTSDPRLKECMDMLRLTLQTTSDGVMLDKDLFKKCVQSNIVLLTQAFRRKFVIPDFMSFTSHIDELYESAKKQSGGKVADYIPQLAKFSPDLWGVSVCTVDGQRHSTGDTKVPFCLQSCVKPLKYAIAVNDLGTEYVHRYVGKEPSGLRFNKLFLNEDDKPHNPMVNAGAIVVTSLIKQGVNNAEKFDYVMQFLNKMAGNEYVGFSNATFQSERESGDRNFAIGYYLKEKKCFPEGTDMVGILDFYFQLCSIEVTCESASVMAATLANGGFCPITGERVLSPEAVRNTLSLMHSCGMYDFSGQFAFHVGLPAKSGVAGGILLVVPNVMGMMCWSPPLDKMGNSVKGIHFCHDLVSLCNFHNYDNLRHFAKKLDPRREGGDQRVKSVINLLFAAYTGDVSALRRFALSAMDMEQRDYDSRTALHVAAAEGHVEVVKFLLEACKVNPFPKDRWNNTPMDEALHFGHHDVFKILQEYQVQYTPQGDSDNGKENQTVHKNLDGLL
#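 hKGA in 45 mM KH2PO4 (pH 8.2), 0.02% Tween-20 with compound, then 1mM L-Glutamine (stock as added) plus glutamate oxidase/HRP/Amplex red coupling mix. Fluorescence read initially and after 30 min at RT; signal change reflects glutamate formation.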
# BAZ2B block = BAZ2B (human) inhibition | Q9UIF8 | AlphaScreen BAZ2B-H3K14Ac peptide displacement | Potency, µM (top dose mostly 114 µM), for inactives: at the highest dose activity change, negative = inhibition, hits mostly inhibitors | hit rate 4.4% among 360,000 | AID 504333; further: on the % scale 0 is the no-effect control and ±100 the full control effect; nearly all actives have a fitted effect of over 60% in size
#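 Protein-peptide AlphaScreen: BAZ2B 50 nM, b-H3K14Ac 50 nM, 1x PBS pH 7.4 + 0.01% Tween-20. Preincubation 30 min RT; cpd 30 min RT (top 110 uM); beads 20 min RT, light-protected.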
# Tb PGK inh = blocks T. brucei phosphoglycerate kinase; hit rate 0.043% among 380,000; PGK/GAPDH coupled, Kinase-Glo luminescence, 60 min; AID 602233; P07378; Potency, µM (doses to about 57.5 µM), for the others: top-dose activity change, negative = inhibition, usual class: inhibitors; further: on the % scale 0 is the no-effect control and ±100 the full control effect; nearly all actives have a fitted effect of over 60% in size
#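 Recombinant glycosomal PGK reaction used 1,3-bisphosphoglycerate generated in-well by GAPDH (100nM final) in 100mM TEA pH 7.6, 5mM MgCl2, 0.01% Tween-20. After 60 minutes at room temperature, ATP was read by Kinase-Glo Plus luminescence end-point.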
# An asterisk follows results filed as active; i = inactive; ? = inconclusive; nt = no result given; & = joins results of further samples; [ ] = remark or other dose. Unless noted, the call rests on the fitted dose curve; in most records, active means well fitted curve in the direction sought with a large enough effect; inconclusive means small, poorly fitted or top-dose-only effect, or another doubt; inactive means no such curve, though single readings can be large; an effect the other way counts as inactive or inconclusive. Potency means the concentration at half of the fitted maximal effect. These rows are one share of the data (hit frequency here may not be typical).
BLM helicase inh,Pol iota inh,G9a inh,HP1b chromo inh,Pin1 inhibitor,JMJD2A Tudor inh,GLS inhibitor,BAZ2B block,Tb PGK inh,Structure
-9%,-1%,-4%[59 µM],18%,-2%,-13%,7%,-26%,-2%,COc1ccc(Cn2ccn(Cc3cccc(OC)c3)c(=O)c2=O)cc1
-1%,12%,13%[59 µM],39%[activator],-3%,11%,-1%,-3%,3%,Cc1nn(CC(=O)NCCCc2ccccc2)c(=O)c2cccn12
-3%,-12%,3%,18%,-8%,-1%,-2%,0%,-7%,Cn1c(N)c(C(=O)COC(=O)C2=NNC(=O)CC2)c(=O)n(C)c1=O
nt,8%,nt,36%,4%,-8%,2%,nt,11%,Cc1cccc(NC(=O)c2cccc(NC(=O)c3ccco3)c2)c1
-1%,-6%,?,41%[activator],-1%,-11%,-1%,7%,8%[11.5 µM],c1ccc(-n2cnnc2SCc2cn3cccnc3n2)cc1
-5%,119%[activator],?,-19%,0%,-33%,-9%,-38%,-1%,COc1cccc(N2CCN(Cc3ncc(-c4ccccc4)o3)CC2)c1
-12%,-3%,28%[59 µM],28%,33%[activator],-23%,4%,11%,-8%,Cc1ccc(-c2nc3ncccc3o2)cc1NC(=O)c1cc2ccccc2o1
1%,173%[activator],13%,10%,-9%,45µM*,?,9%,-6%,CCCCC(=O)Nc1sc2c(c1C#N)CC(C)(C)OC2
-7%,30%[activator],9%,41%[activator],0%,-12%,-4%,-2%,-5%,Cc1cccc(NS(=O)(=O)c2cc(C(=O)NCc3ccccn3)ccc2C)c1
nt,?,14%[59 µM],42%[activator],-7%,8%,-5%,2%,-8%,CC1CCCCC12NC(=O)N(CC(=O)N1CCN(S(=O)(=O)Cc3ccccc3)CC1)C2=O (stereo unspecified)
-3%,-3%,?,4%,-3%,-34%,15%,-36%,1%,CCc1ccc(NC(=O)NCC2CCN(c3ccc(OC)cc3)C2)cc1 (stereo unspecified)
1%,7%,45µM*,35%,-9%,-3%,-4%,-18%,i,CC(C)n1c(S(=O)(=O)O)nc2ccccc21
-7%,?,0%,14%,-2%,11%,-6%,-1%,-8%,O=C(N/N=C\c1ccc([N+](=O)[O-])o1)c1cncc(Br)c1
-18%,?,-37%,31%,?,-36%,23%,?,-8%,O=C(Oc1coc(CSc2nnc(NC(=O)C3CC3)s2)cc1=O)c1c(F)cccc1F
0%,22%,7%[59 µM],33%,-1%,-1%,1%,8%,3%,CC1=C(C(=O)NC2CCCCC2C)C2(CCC(C)CC2)OC1=O (stereo unspecified)
0%,3%,6%[59 µM],35%[57 µM],0%,-13%,4%,-24%,3%,Cc1nnc(NC(=O)CSc2nccn2Cc2ccc(Cl)cc2)s1
6%,24%,16%,22%,-11%,-3%,9%,-1%,-3%,O=C(CSc1ccccc1C(=O)O)NCc1ccc(Cl)cc1
-1%,51%[activator],30%,35%,-3%,-4%,-7%,-20%,i,COc1cc(NC(=O)c2ccc(NC3=NC4CS(=O)(=O)CC4S3)cc2)cc(OC)c1OC (stereo unspecified)
-9%,3%,21%[59 µM],16%,0%,-2%,2%,1%,3%,Cc1cccc(C)c1N(CC(=O)NN=C1CCCCCC1)S(C)(=O)=O
-1%,49%[activator],16%,17%,-5%,-26%,-1%,-35%,-2%,COc1ccc(F)c(CN(C)CC2CCCN(CCc3ccc(F)cc3)C2)c1 (stereo unspecified)
5%,-7%,nt,27%,6%,-15%,0%,-6%,5%,CCN(CC)C(=O)Cn1cc(/C=C(\C#N)C(=O)NC2CC2)c2ccccc21
0%,-16%,6%[59 µM],41%[activator],-3%,-23%,-16%,-5%,3%,COc1ccc(C2C(C(=O)Nc3cccnc3)=C(C)Nc3nc(-c4ccc(OC)c(OC)c4)nn32)cc1 (stereo unspecified)
-1%,2%,-36%[59 µM],9%,0%,-32%,-20%,-7%[57.1 µM],-2%,Cc1cccc(C)c1-n1ncc(C(=O)N2CCN(c3ccccc3)CC2)c1C1CCN(C(=O)OC(C)(C)C)CC1
-2%,22%,14%[59 µM],32%,3%,-22%,-1%,1%,8%,CCOC(=O)c1cnc(-n2nc(C)cc2C)nc1NCc1ccccc1
-2%,?,nt,90%&47%[activator],-3%&8%,15%&13%,0%,nt,-6%,C[C@@H]1[C@@H](Sc2ccccc2)CC(=O)O[C@@H]1c1ccc(-c2ccccc2)cc1

# Nine entries from above, sorted by length of the SMILES, falling:
BLM helicase inh,Pol iota inh,G9a inh,HP1b chromo inh,Pin1 inhibitor,JMJD2A Tudor inh,GLS inhibitor,BAZ2B block,Tb PGK inh,Structure
-1%,2%,-36%[59 µM],9%,0%,-32%,-20%,-7%[57.1 µM],-2%,Cc1cccc(C)c1-n1ncc(C(=O)N2CCN(c3ccccc3)CC2)c1C1CCN(C(=O)OC(C)(C)C)CC1
0%,-16%,6%[59 µM],41%[activator],-3%,-23%,-16%,-5%,3%,COc1ccc(C2C(C(=O)Nc3cccnc3)=C(C)Nc3nc(-c4ccc(OC)c(OC)c4)nn32)cc1 (stereo unspecified)
-3%,-12%,3%,18%,-8%,-1%,-2%,0%,-7%,Cn1c(N)c(C(=O)COC(=O)C2=NNC(=O)CC2)c(=O)n(C)c1=O
-7%,?,0%,14%,-2%,11%,-6%,-1%,-8%,O=C(N/N=C\c1ccc([N+](=O)[O-])o1)c1cncc(Br)c1
-9%,3%,21%[59 µM],16%,0%,-2%,2%,1%,3%,Cc1cccc(C)c1N(CC(=O)NN=C1CCCCCC1)S(C)(=O)=O
-5%,119%[activator],?,-19%,0%,-33%,-9%,-38%,-1%,COc1cccc(N2CCN(Cc3ncc(-c4ccccc4)o3)CC2)c1
-2%,22%,14%[59 µM],32%,3%,-22%,-1%,1%,8%,CCOC(=O)c1cnc(-n2nc(C)cc2C)nc1NCc1ccccc1
-1%,12%,13%[59 µM],39%[activator],-3%,11%,-1%,-3%,3%,Cc1nn(CC(=O)NCCCc2ccccc2)c(=O)c2cccn12
1%,7%,45µM*,35%,-9%,-3%,-4%,-18%,i,CC(C)n1c(S(=O)(=O)O)nc2ccccc21

# Next part:
BLM helicase inh,Pol iota inh,G9a inh,HP1b chromo inh,Pin1 inhibitor,JMJD2A Tudor inh,GLS inhibitor,BAZ2B block,Tb PGK inh,Structure
-7%,?,15%[12.7 µM],11%,9%,-23%,-2%,-30%,-7%,CCc1ccc(N2C(=O)Cc3c2nc(N)c(C#N)c3N)cc1
nt,8%,-37%,7%,6%,-1%,1%,-8%,0%,O=C(COc1ccc(F)cc1Cl)Nc1ccccc1C(=O)N1CCCCC1
13%,-9%,?,-2%,2%,-19%,-1%,-13%,i,CCN(CC)C1CCN(Cc2cn[nH]c2-c2ccc(OC)c(F)c2)C1 (stereo unspecified)
-6%,-25%,?,11%[57 µM],?,-18%,0%,1%,-1%,COc1cccc(CN2CC(C(=O)NC3CCC3)CCC2=O)c1 (stereo unspecified)
-1%,19%,8%[59 µM],20%,-6%,11%,2%,2%,1%,CCCCCn1c(=O)[nH]c2cc(C(=O)NC(C)CC)ccc2c1=O (stereo unspecified)
-1%,?,4%,31%,-2%,-6%,9%,-21%,-11%,COCCNC(=O)CN(Cc1ccc(OC)cc1)C(=O)CCC(=O)Nc1nccs1
0%,27%,14%,34%,7%,-9%,-4%,-7%,10%,CCOC(=O)C1C(c2cccnc2)NC(=O)NC1(O)C(F)(F)F (stereo unspecified)
-2%,-6%,-3%,26%,-3%,-15%,3%,-5%,-8%,COc1ccc(S(=O)(=O)N(C)CC(=O)N2CCCC2)cc1OC
-5%,-1%,10%,12%,?,-7%,3%,-12%,-8%,COc1ccc(NS(=O)(=O)c2ccc(F)cc2F)cn1
nt,-13%,?,-32%,-11%,?,10%,?,-1%,O=C(CNC(=O)c1ccco1)Nc1ccc(N2CCCCCC2)cc1
nt,-30%,?,?,5%,50µM*,22%,13µM*,-3%,COc1ccc(N2CCN(C(=O)c3cc4c(s3)CCCCC4)CC2)cc1
-1%,9%,2%,23%,-12%,-11%,12%,nt,2%,O=C(Nc1ccccc1Br)c1c(F)cccc1Cl
2%,16%,15%[59 µM],21%,1%,-7%,1%,1%,-2%,COc1cc(C(=O)NCC(c2ccco2)S(=O)(=O)c2cccs2)cc(OC)c1OC (stereo unspecified)
nt,-21%,?,15%,-17%,?,-4%,-31%,-2%,CCOc1ccc(OCCC(=O)N2CCN(S(=O)(=O)c3ccc(F)cc3)CC2)cc1
4%,15%,-8%[59 µM],37%[activator],-1%,-17%,15%,-4%,-6%,C=CCOc1c(CNc2ccc(C(=O)O)cc2)cccc1OC
-5%,7%[58.9 µM],-9%,15%,-1%,-18%,0%,-4%,8%,COc1ccccc1C/C(N)=N/OC(=O)c1ccc(C)c([N+](=O)[O-])c1
0%,33%[activator],6%,-15%,-1%,-17%,-2%,-5%,-3%,COc1ccc(NC(=O)c2nc(C)n(-c3ccc([N+](=O)[O-])cc3)n2)cc1
-9%,43%[activator],2%,30%,5%,-17%,21%,-2%,3%,COc1ccc(/C=N/NC(=O)CNc2ccc(Br)cc2)c(C(=O)O)c1OC
-1%,13%,-2%[12.7 µM],20%,-8%,-5%,-4%,-22%,nt,CCC(=O)OCCn1c(=O)c2cc3c(=O)n(CCOC(=O)CC)c(=O)c3cc2c1=O
-1%&-4%,5%&1%,-13%,-29%&21%,-4%&-1%,-20%&-5%,3%&4%,-9%&-1%,1%&2%,CC1CCCCN1Cc1c(O)ccc2c(=O)c(-c3ccccc3)coc12 (stereo unspecified)
3%,-10%,?,-1%,-7%,-21%,3%,-7%,-3%,Cc1csc2nc(COC(=O)c3ccc(NC(=O)C(C)C)cc3)cc(=O)n12

# Screens as filed in PubChem.
